Tb PFK block – blocks T. brucei phosphofructokinase; O15648; T. brucei PFK, ADP-Glo luminescence; Potency, µM (titrated, usually from 57.5 µM), inactives show top-dose activity, negative = inhibition, usual class: inhibitors; 330,000 tested, 0.17% active;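 note: potency is the fitted concentration of half-maximal effect; 0% = uninhibited 1x PFK enzyme wells and -100% = no-enzyme wells; nearly all actives have a fitted effect of over 60% in size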
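PFK 1.25 nM, F6P 0.5 mM, ATP 0.1 mM, 0.1 M TEA pH 8.0, 5 mM MgCl2, 0.01% Tween20, 0.1% BSA; 45 min RT. ADP-Glo readout. qHTS titration up to 57 uM; curves fitted, compounds curve-classed.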
Rab9 prom act – activators of Rab9 promoter. Huh7 Rab9 promoter-luciferase reporter, luminescence, 24 h. Potency, µM (series often up to 9.22 µM), for the others: at the highest dose activation, negative = inhibition, usual class: activators. 320,000 tested, 2.8% active. AID 485297; note: potency is the fitted concentration of half-maximal effect; % of control where 0% means no effect; nearly all actives have a fitted effect of over 60% in size
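Rab9 promoter-driven luciferase in stably transfected Huh7 cells; 1500 cells/well rested 2 h, exposed to compound in DMSO for 24 h at 37 °C, 5% CO2. Luminescence read 10 min after adding luciferase reagent at ambient temperature.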
ELG1 genotox – induces genotoxicity in HEK293T cells with luciferase-tagged ELG1; HEK293T ELG1-luciferase reporter, luminescence, 16 h; Potency, µM (top dose mostly 46 µM), for the others: at the top dose activity change, positive = activation, hits mostly activators; 330,000 tested, 1.3% active; note: potency is the fitted concentration of half-maximal effect; % of control where 0% means no effect; nearly all actives have a fitted effect of over 60% in size
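Genotoxic stress is detected as increased luminescence from luciferase-tagged ELG1 in HEK293T cells, measured with ONE-Glo after a 16 hr treatment at 37 °C.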
FLuc counter – firefly luciferase modulation, counter-screen for miR-21 project; purified FLuc, Km substrates, luminescence inhibition; Potency, µM (highest dose often 57.5 µM), inactives show top-dose activity change, negative = inhibition, usual class: inhibitors; 360,000 tested, 6.9% active; AID 588342;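 note: potency is the fitted concentration of half-maximal effect; plate controls were vehicle for no effect and reference inhibitor for full effect; nearly all actives have a fitted effect of over 55% in size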
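Purified P. pyralis luciferase (10nM final) with 10uM D-luciferin and 10uM ATP (Km levels) in 50mM Tris acetate pH 7.5, 10mM Mg acetate, 0.01% Tween-20, 0.05% BSA; qHTS 6-point titration, ~60 µM downward; luminescence read.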
ELG1 repair inh – blocks ELG1-dependent DNA repair in HEK293T cells; 330,000 tested, 2.3% active; HEK293T ELG1-luciferase reporter, luminescence, 16 h; DNA damage induced by 5-fluorouridine; Potency, µM (highest dose often 46.1 µM), for the others: at the top dose activity change, negative = inhibition, usual class: inhibitors; AID 504467; note: potency is the fitted concentration of half-maximal effect; % is set by controls: 0 for no effect and ±100 for the full control effect; nearly all actives have a fitted effect of over 55% in size
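Luminescence from the luciferase reporter, measured 30 min after ONE-Glo reagent at room temperature, was the read-out. Beforehand, 2,000 cells per well were exposed for 16 hr at 37 °C to 5-fluorouridine together with compound or vehicle.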
NPC1 prom act – activates the NPC1 promoter; Potency, µM (top dose mostly 9.22 µM), inactives show at the highest dose activation, actives largely listed as activators; AID 485313; 320,000 tested, 2.4% active; Huh7 NPC1 promoter luciferase reporter, 24 h;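 note: potency is the fitted concentration of half-maximal effect; % of control where 0% means no effect; nearly all actives have a fitted effect of over 60% in size; reporter is driven by a mutant NPC1 promoter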
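Stably transfected Huh7 (NPC1 promoter→luciferase), 1500 cells/well in Opti-MEM + 10% FBS, 2 h settle, then compound 24 h at 37 °C. Luminescence after 10 min with Amplite reagent.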
TRPV1 ag – activates the human vanilloid receptor TRPV1. Q8NER1. TRPV1-expressing cells, Fluo-8 calcium influx, agonist mode. activation, % at 8.33 µM. 320,000 tested, 0.19% active. AID 540275; in the data active = activation above about 80%; inconclusive = between about 30% and that limit; note: 0% is about no effect
Target sequence (Q8NER1 whole entry, looked up): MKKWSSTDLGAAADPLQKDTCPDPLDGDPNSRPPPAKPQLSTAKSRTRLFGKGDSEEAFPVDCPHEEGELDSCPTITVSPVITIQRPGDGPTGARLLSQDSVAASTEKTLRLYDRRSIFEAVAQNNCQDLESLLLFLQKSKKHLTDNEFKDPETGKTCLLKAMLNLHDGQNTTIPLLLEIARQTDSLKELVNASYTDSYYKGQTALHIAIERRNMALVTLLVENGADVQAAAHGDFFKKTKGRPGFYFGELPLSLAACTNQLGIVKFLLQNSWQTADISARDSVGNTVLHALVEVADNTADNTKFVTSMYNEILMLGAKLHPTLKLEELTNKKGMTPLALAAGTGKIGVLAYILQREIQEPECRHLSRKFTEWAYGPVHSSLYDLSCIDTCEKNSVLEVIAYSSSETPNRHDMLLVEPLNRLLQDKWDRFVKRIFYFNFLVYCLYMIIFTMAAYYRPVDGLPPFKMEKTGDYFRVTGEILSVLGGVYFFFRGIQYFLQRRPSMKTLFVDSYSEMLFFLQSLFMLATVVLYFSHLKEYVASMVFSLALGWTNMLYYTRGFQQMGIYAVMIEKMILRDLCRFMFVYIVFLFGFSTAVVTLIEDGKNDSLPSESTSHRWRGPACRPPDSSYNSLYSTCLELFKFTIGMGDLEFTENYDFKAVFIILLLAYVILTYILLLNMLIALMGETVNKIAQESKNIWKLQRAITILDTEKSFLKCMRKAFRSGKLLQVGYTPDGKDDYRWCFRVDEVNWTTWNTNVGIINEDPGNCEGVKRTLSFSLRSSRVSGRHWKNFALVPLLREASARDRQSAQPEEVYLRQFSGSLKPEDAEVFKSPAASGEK
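Cells expressing TRPV1 were dye-loaded with Fluo-8 and read kinetically: 10 s baseline, 3 min after compound (agonist portion), then 2 min after EC20 capsaicin (allosteric enhancer portion). Calcium-bound dye fluorescence at 480/520 nm.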
BRCA1 expr up – increases BRCA1 expression | MCF7-BRCA1-FFLuc reporter, luminescence, 48 h; response scale: scaled: vehicle 0%, 10 µM genistein 100% | Potency, µM (highest dose often 46.1 µM), for inactives: at the highest dose activation, most hits filed as activators | 380,000 tested, 1.1% active | AID 624202; note: potency is the fitted concentration of half-maximal effect; nearly all actives have a fitted effect of over 80% in size; some results filed as inactive show a strong effect at the top dose
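Luminescence from a BRCA1-driven firefly luciferase in MCF7 cells was read after 48 h compound exposure at 37 C. Data normalized against DMSO and a 10microM genistein activation control, then curve-fitted across the titration.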
p53 reactivator – re-activators of mutant p53; H1299 p53-A138V BP100-luciferase reporter, luminescence, 24 h; 320,000 tested, 0.063% active; Potency, µM (titrated, usually from 92.2 µM), without a hit: top-dose activity change, positive = activation, usual class: activators; note: potency is the fitted concentration of half-maximal effect; % of control where 0% means no effect; nearly all actives have a fitted effect of over 45% in size
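H1299 (p53-null), stable ts p53-A138V + BP100-Luc; 1000 cells/well, Opti-MEM/10% FBS; cpd 4 pt, 1:5; 24 h, 37 deg C, 5% CO2; detection reagent 10 min RT; luminescence.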
RORg inh – inhibitors of mouse ROR gamma transcriptional activity; P51450; Drosophila S2 Gal4-RORgamma UAS-luciferase reporter, 20 h; Potency, µM (titrated, usually from 53.6 µM), inactives show at the highest dose activity change, negative = inhibition, hits mostly inhibitors; 310,000 tested, 5.4% active; AID 2551; note: potency is the fitted concentration of half-maximal effect; % is set by controls: 0 for no effect and ±100 for the full control effect; nearly all actives have a fitted effect of over 60% in size
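Drosophila S2 cells stably expressing Gal4-DBD/mouse RORγ fusion under metallothionein promoter plus UAS-luciferase; compound 1 h, then 700 uM CuSO4 induction for 20 h at ambient temperature; inhibition read as reduced luminescence.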
VP16 counter – inhibits Gal4-VP16 luciferase reporter, ROR gamma counter-screen; Drosophila S2 Gal4-VP16 UAS-luciferase, luminescence, 20 h; Potency, µM (highest dose often 53.6 µM), for inactives: at the highest dose activity, negative = inhibition, usual class: inhibitors; 310,000 tested, 3.5% active;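 note: Gal4-VP16 expression switched on by copper sulfate through the metallothionein promoter; potency is the fitted concentration of half-maximal effect; % is set by controls: 0 for no effect and ±100 for the full control effect; nearly all actives have a fitted effect of over 50% in size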
Active calls of the source: *; ? = inconclusive; . = not tested or not shown; [ ] = remark or other dose. Unless noted, calls come from the whole dose curve; as a rule, active = well fitted curve in the direction sought with a large enough effect; inconclusive = small, poorly fitted or top-dose-only effect, or another doubt; inactive = no such curve, though single readings can be large; an effect the other way counts as inactive or inconclusive.

SMILES | Tb PFK block | Rab9 prom act | ELG1 genotox | FLuc counter | ELG1 repair inh | NPC1 prom act | TRPV1 ag | BRCA1 expr up | p53 reactivator | RORg inh | VP16 counter
COc1ccc(OC)c(S(=O)(=O)Nc2cccc(-c3ccc4nncn4n3)c2)c1 | 6% | -16% | 10% | -5% | ? | -6% | -1 | -35% | -2% | 12% | 4%
CC1CC(C)(C)NC(=S)N1CCCC(=O)Nc1ccc(F)c(F)c1 (configuration not stated) | -3% | -5% | -1% | 2% | ? | -5% | 2 | 0% | -1% | ? | ?
Cc1ccc(NC(=O)CN(C)C(=O)COC(=O)CNS(=O)(=O)c2ccc(Br)cc2Cl)cc1 | 2% | 3% | 1% | 8% | 10% | 2% | -1 | -4% | 24% | 3% | -8%
Cc1ccc([N+](=O)[O-])cc1NC(=O)C(Sc1ccccc1)c1ccccc1 (configuration not stated) | -1% | -3% | 0% | 9% | 10% | 0% | 22 | -14% | -11% | -5% | ?
COc1cccc(-c2noc(CCCC(=O)Nc3ccc(C(N)=O)cc3)n2)c1 | 1% | -1% | -7% | -1% | 30% | -8% | ? | 30% | 0% | -34% | ?
CCCNC(=S)N1CCC(NC(=O)C2CCCCC2)CC1 | -2% | 0% | 4% | 3% | 18% | -6% | -4 | -17% | -1% | 6% | 1%
COc1ccc(CN2CCCC2C(=O)Nc2ccc(OC)c(OC)c2)cc1OC (configuration not stated) | 0% | -1% | -3% | 4% | -7% | 1% | 5 | 1% | -7% | 16% | 9%
C=CCSc1nc2c(c(=O)[nH]c(=O)n2C)n1Cc1ccccc1 | -3% | -1% | 10% | 2% | -4% | 0% | 1 | -8% | . | 30% | 5%
Cc1nnc(NC(=O)CSc2ccc(-c3ccco3)nn2)s1 | -19% | 2% | 2% | ? | 12% | -2% | -4 | 2% | -1% | 0% | -9%
CCCCc1nc2cc(C(=O)NC3CCOC(C)(C)C3)ccc2o1 (configuration not stated) | 2% | -3% | -4% | -3% | -5% | 0% | 11 | 9% | 4% | 24% | -13%
Cc1ccc(OCC(=O)N/N=C/c2ccco2)cc1 | -3% | 1% | -8% | -11% | 8% | -2% | 13 | -1% | -2% | 8% | 7%
CCOc1ccc2ccccc2c1/C=N/NC(=O)CNC(=O)c1ccccc1O | 2% | -1% | -8% | -3% | -23% | 1% | -3 | -39% | 0% | -22% | 4%
C[C@H](CO)N1C[C@H](C)[C@@H](CN(C)Cc2ccc(-c3ccccc3)cc2)Oc2c(NS(=O)(=O)c3ccc(F)cc3)cccc2C1=O | -8% | . | -6% | . | -1% | . | . | -52% | 0% | . | .
COc1ccccc1N1CCN(C(=O)c2ccc3c(c2)CCN3S(C)(=O)=O)CC1 | 2% | -15% | -5% | 0% | -3% | 0% | 10 | -8% | -10% | -2% | 7%
Cc1ccc(C(=O)N/C(=C/c2ccc(-c3ccc(Br)cc3)o2)C(=O)NC2CCS(=O)(=O)C2)cc1 (configuration not stated) | -2% | -3% | 3% | -14% | 15% | 1% | -2 | -15% | 0% | -7%[10 µM] | ?
Cc1ccc(-n2c(C)cc(C(=O)COc3c(CO)cc(F)cc3CO)c2C)cc1C | 4% | -1% | -5% | 24µM* | ? | 0% | 2 | -32% | 3% | ? | ?
O=C(CN1C(=O)c2ccccc2C1=O)N1CCCCC1 | -5% | -1% | 0% | 1% | 7% | -1% | -5 | 3% | 1% | 10% | 0%
Cc1ccc(OC(=O)c2sc3ncn(C)c(=O)c3c2C)cc1 | -4% | 2.8µM* | 14% | ? | ? | 2.8µM* | -5 | ? | 2% | 3% | -17%
COc1ccc(C(=O)NCc2nnc(SCC(=O)N3CCCc4ccccc43)o2)cc1OC | 0% | -1% | 0% | 4% | 1% | -4% | -5 | 16% | -1% | 26% | -11%
O=C(CCNC(=O)c1ccc(Br)cc1)NCCCSc1ccccc1 | 4% | -1% | 0% | -3% | 0% | -1% | 2 | -30% | -2% | . | .
O=C(CSc1nc2ccccc2c2c1CCCC2)N1CCOCC1 | -2% | -1% | -8% | 2% | -17% | -3% | ? | -1% | -5% | 3% | 6%
Cc1ccccc1NC(=O)Cc1nc(COC(=O)c2cccc(C)c2O)cs1 | 1% | -2% | -3% | 1% | -3% | -4% | 11 | -5% | -15% | -23% | -4%
O=C(/C=C/c1ccc2c(c1)OCO2)NCc1ccncc1 | -11% | -3% | 0% | -18% | -20% | 2% | 0 | -9% | -3% | 2% | 0%
COc1cc(Cl)c(C)cc1NC(=O)CC1CCCC1 | 2% | -1% | 1% | 1% | 7% | -1% | 11 | -17% | -3% | 24% | -8%
Cc1cccc(N2CCN(C(=S)NC3CCCCC3)CC2)c1C | -2% | -3% | -2% | ? | -8% | -2% | 12 | 8% | -2% | ? | 0%
O=C(CP(=O)(c1ccccc1)c1ccccc1)Nn1cnnc1 | 3% | 0% | 0% | 4% | -1% | 3% | -1 | 3% | 1% | -3% | -3%
Cc1[nH]c(=O)c(C#N)c2c1COC(C)(C)C2 | 0% | -15% | 6% | 5% | -14% | -1% | 0 | -2% | 2% | -9% | 0%
CN(C)S(=O)(=O)c1ccc(Cl)c(C(=O)NC2CCCCCCC2)c1 | 5% | -6% | -7% | -1% | -16% | -2% | 14 | -14% | -7% | 0% | 2%
CCCS(=O)(=O)N1CCN(C(=O)c2ccc(-c3ccccc3)cc2)CC1 | 4% | -5% | -7% | 4% | ? | 0% | 20 | 0% | -4% | 33% | -3%
COc1ccccc1/C=C/C=N/n1c(C2CCCCC2)n[nH]c1=S | -15% | 1% | 2% | 2% | 11% | -1% | 12 | -7% | -22% | 1.4µM* | 2.5µM*
C[C@@H]1NC(=O)/C(=C\c2ccccc2Cl)NC1=O | 4% | -2% | -1% | 5% | 9% | 0% | 1 | -6% | -1% | 0% | -8%
CCCc1ccc(OCC(O)CN2CCc3ccccc3C2)cc1 (configuration not stated) | -1% | 0% | 0% | -6% | 0% | -3% | 2 | -4% | 10% | -17% | ?
CN(C)Cc1ccc(F)cc1Sc1cc(Cl)ccc1Cl | -1% | 3% | -2% | 0% | ? | 3% | 3 | -62% | 2% | 3% | -13%
Cc1cc([N+](=O)[O-])ccc1NC(=O)C[n+]1ccc(N(C)C)cc1 | 8% | -1% | -7% | -3% | -21% | 0% | 21 | -10% | 1% | 17% | -3%
COc1ccccc1NC(=O)c1nn(-c2ccccc2)ccc1=O | 0% | -2% | 0% | ? | -12% | 4% | 1 | 36% | 2% | ? | 8%
Cc1ccc2c(c1)C1CN(C)CCC1N2C(=S)NC(=O)c1ccc(Br)cc1 (configuration not stated) | -5% | 1% | -1% | -15% | ? | -6% | 2 | -27% | 11% | 0.11µM* | -73%

6 successive entries out of the list so far:
SMILES | Tb PFK block | Rab9 prom act | ELG1 genotox | FLuc counter | ELG1 repair inh | NPC1 prom act | TRPV1 ag | BRCA1 expr up | p53 reactivator | RORg inh | VP16 counter
C[C@@H]1NC(=O)/C(=C\c2ccccc2Cl)NC1=O | 4% | -2% | -1% | 5% | 9% | 0% | 1 | -6% | -1% | 0% | -8%
CCCc1ccc(OCC(O)CN2CCc3ccccc3C2)cc1 (configuration not stated) | -1% | 0% | 0% | -6% | 0% | -3% | 2 | -4% | 10% | -17% | ?
CN(C)Cc1ccc(F)cc1Sc1cc(Cl)ccc1Cl | -1% | 3% | -2% | 0% | ? | 3% | 3 | -62% | 2% | 3% | -13%
Cc1cc([N+](=O)[O-])ccc1NC(=O)C[n+]1ccc(N(C)C)cc1 | 8% | -1% | -7% | -3% | -21% | 0% | 21 | -10% | 1% | 17% | -3%
COc1ccccc1NC(=O)c1nn(-c2ccccc2)ccc1=O | 0% | -2% | 0% | ? | -12% | 4% | 1 | 36% | 2% | ? | 8%
Cc1ccc2c(c1)C1CN(C)CCC1N2C(=S)NC(=O)c1ccc(Br)cc1 (configuration not stated) | -5% | 1% | -1% | -15% | ? | -6% | 2 | -27% | 11% | 0.11µM* | -73%

A different layout for some results above.
| compound | Tb PFK block | Rab9 prom act | ELG1 genotox | FLuc counter | ELG1 repair inh | NPC1 prom act | TRPV1 ag | BRCA1 expr up | p53 reactivator | RORg inh | VP16 counter |
| --- | --- | --- | --- | --- | --- | --- | --- | --- | --- | --- | --- |
| Cc1[nH]c(=O)c(C#N)c2c1COC(C)(C)C2 | 0% | -15% | 6% | 5% | -14% | -1% | 0 | -2% | 2% | -9% | 0% |
| CN(C)S(=O)(=O)c1ccc(Cl)c(C(=O)NC2CCCCCCC2)c1 | 5% | -6% | -7% | -1% | -16% | -2% | 14 | -14% | -7% | 0% | 2% |

High-throughput results as filed in PubChem.
